MT1-MMP act inh: blockers of MT1-MMP proenzyme processing, primary screen, HT1080 RFP-PRO-GFP cells, GFP/RFP fluorescence | 0.061% of 360,000 active | GFP/RFP ratio change, % at 20 µM | GFP/RFP ratio fluorescence, overnight; percent of plate control window, DMSO zero | Matrix metalloproteinase-14 (Homo sapiens), P50281;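 active = GFP/RFP ratio change of at least 30% with cell ATP level not reduced by more than half and red fluorescence within 50% of control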; note: strong numbers were not always called active
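Test system: HT1080 cells expressing an RFP-PRO-GFP fluorescent reporter construct / Compound dosing: single-point 20 µM compound, 1% DMSO / Schedule: cells overnight before dosing, compound overnight, 37 °C, 5% CO2 / Evaluation: GFP/RFP fluorescence ratio / Control set: DMSO and RFP-L50D-GFP cell wells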
NRP1-CendR mod: modulators of CendR peptide binding to NRP-1, primary screen, biochemical, fluorescence polarization, uHTS | 0.85% of 360,000 active | Neuropilin-1 (Homo sapiens), O14786 | FAM-RPARPAR peptide binding to NRP-1 | inhibition, % at 25 µM;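 active = inhibition or corrected inhibition above about 18%, plus a signal ratio from 0.5 to 1.5, limit read from the data, passing the limit was not always enough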; note: strong numbers were not always called active
LMPTP inh: LMPTP phosphatase inhibitors, primary screen, biochemical, fluorescence intensity, uHTS | Low molecular weight phosphotyrosine protein phosphatase (Homo sapiens), P24666 | recombinant LMPTP-A, OMFP fluorogenic substrate | inhibition, % at 20 µM | 0.22% of 360,000 active;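 active = compounds that cut the enzyme signal by at least half of the control window in the single-dose screen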;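 note: plate controls were DMSO wells with enzyme plus substrate for no effect and substrate without enzyme for full effect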
Target sequence (P24666 whole entry, looked up): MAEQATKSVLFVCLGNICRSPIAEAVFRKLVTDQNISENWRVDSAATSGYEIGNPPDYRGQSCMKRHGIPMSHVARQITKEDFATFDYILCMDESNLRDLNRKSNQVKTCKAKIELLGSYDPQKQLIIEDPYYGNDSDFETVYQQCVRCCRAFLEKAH
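material = LMPTP-A | quantity = 0.625 nM enzyme | reagent = OMFP substrate, 400 µM final | buffer or medium = Bis-Tris pH 6.0, DTT, detergent | detection = endpoint fluorescence intensity from OMFP dephosphorylation | dosing = single 20 µM dose | read-out basis = % inhibition relative to no-enzyme and uninhibited control wells | control set = no-enzyme and uninhibited controls | timing = 50 min at room temperature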
SKN-1 block: suppressors of acrylamide-induced Pgst-4::GFP reporter in worms, primary screen, SKN-1 inhibitor project, whole organism, uHTS, GFP/RFP fluorescence ratio, strain VP596; 0.49% of 360,000 active; C. elegans VP596 Pgst-4::GFP/RFP ratio, 24 h; AID 624304, 2012; inhibition, % at 21.8 µM;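 active = interference check ratio from 0.5 to 1.5 plus GFP to RFP signal ratio inhibition reaching or exceeding a fixed threshold, cut at about 30% in these data, passing the limit was not always enough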; note: some compounds called inactive have numbers as strong as hits
DNMT1 inh: human DNMT1 methyltransferase inhibitors, primary screen, biochemical, molecular beacon, fluorescence, HinP1I cleavage, uHTS | DNA (cytosine-5)-methyltransferase 1 (Homo sapiens), P26358 | inhibition (reported as % activation of signal), % at 10 µM | 0.83% of 360,000 active; in the data active = inhibition above about 50%
NadD inh: inhibitors of S. aureus NadD, primary screen, biochemical, colorimetric, uHTS | AID 602399, 2012 | inhibition, % at 20 µM | 0.78% of 360,000 active | purified NadD enzyme, colorimetric absorbance read-out; in the data active = inhibition above about 26%; note: some compounds past the cut are filed as inactive
STEP block: STEP phosphatase inhibitors, primary screen, biochemical, fluorescence intensity, uHTS | Tyrosine-protein phosphatase non-receptor type 5 (Homo sapiens), P54829 | recombinant STEP, OMFP fluorogenic substrate | inhibition, % at 20 µM | 0.25% of 360,000 active;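 active = inhibition at 20 µM, scaled per plate between control wells, above about 37%, limit read from the data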;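 note: 0% = DMSO with enzyme and substrate and 100% = substrate only without enzyme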
Target sequence (P54829 whole entry, looked up): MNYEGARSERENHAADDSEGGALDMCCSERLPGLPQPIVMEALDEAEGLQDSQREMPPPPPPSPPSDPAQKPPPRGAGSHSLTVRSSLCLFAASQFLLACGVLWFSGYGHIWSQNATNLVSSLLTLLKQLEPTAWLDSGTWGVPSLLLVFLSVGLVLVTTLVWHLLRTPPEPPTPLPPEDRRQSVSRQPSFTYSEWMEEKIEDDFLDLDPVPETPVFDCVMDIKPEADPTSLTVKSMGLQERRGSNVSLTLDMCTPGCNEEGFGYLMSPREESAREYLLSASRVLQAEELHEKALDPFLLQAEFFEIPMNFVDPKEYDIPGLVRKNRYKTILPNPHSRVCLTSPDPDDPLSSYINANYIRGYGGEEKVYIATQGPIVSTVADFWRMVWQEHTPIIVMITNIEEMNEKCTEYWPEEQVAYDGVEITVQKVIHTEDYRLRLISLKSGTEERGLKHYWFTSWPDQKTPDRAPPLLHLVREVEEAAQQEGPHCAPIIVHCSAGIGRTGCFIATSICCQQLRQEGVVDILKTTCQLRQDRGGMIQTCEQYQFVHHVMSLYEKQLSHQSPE
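Material: STEP (striatal-enriched tyrosine phosphatase) enzyme, cell-free; Compound dosing: 20 µM single dose in 1% DMSO; Technique: fluorescence read at 480 nm ex / 540 nm em; Times: reaction 20 min, ambient temperature; Medium: 50 mM Bis-Tris pH 6.0 with 2.5 mM DTT and 0.005% Tween 20; Also added: OMFP at 25 µM.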
Rpn11 block: Rpn11 (PSMD14) deubiquitinase inhibitors, primary screen, biochemical, fluorescence polarization, uHTS | human 26S proteasome, Ub4-pepOG fluorescence polarization; 20S core pre-blocked with epoxomicin | AID 588493, 2011 | 26S proteasome non-ATPase regulatory subunit 14 (Homo sapiens), O00487 | calls only at 20 µM | 0.59% of 360,000 active;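 active = inhibition at 20 µM, scaled to each plate's controls, above about 33%, limit read from the data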
SUMO1-SIM PPI: modulators of SUMO1 protein-protein interactions, primary screen, biochemical, uHTS. Small ubiquitin-related modifier 1 (Homo sapiens), P63165. SUMO1 binding to a labelled peptide, TR-FRET, 1 h. inhibition, % at 20 µM. 0.33% of 360,000 active. AID 602429, 2012; in the data active = inhibition above about 37%
Target sequence (P63165 whole entry, looked up): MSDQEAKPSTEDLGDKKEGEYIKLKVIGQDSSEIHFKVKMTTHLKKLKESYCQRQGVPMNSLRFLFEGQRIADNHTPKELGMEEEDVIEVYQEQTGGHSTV
Scp-1 inhibitor: Scp-1 phosphatase inhibitors, primary screen, biochemical, colorimetric, uHTS; Carboxy-terminal domain RNA polymerase II polypeptide A small phosphatase 1 (Homo …; Recombinant Scp1, phosphopeptide, malachite green phosphate absorbance; inhibition, % at 20 µM; 0.88% of 340,000 active; AID 493091, 2011;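 active = inhibition above about 50% at 20 µM, limit read from the data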;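 note: plate controls were DMSO wells with enzyme for no effect and wells lacking enzyme for full effect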
Target sequence (Q9GZU7 76-261 limits assumed): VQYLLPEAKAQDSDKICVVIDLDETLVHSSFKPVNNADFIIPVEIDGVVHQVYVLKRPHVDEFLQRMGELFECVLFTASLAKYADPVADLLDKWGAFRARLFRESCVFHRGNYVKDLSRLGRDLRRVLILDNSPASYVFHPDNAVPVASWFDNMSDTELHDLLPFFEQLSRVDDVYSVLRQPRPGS
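Test system: SCP-1 phosphatase catalytic domain, residues 76-261 | Compound dosing: One concentration, 20 µM, with 1.0% DMSO | Schedule: 45 min room-temperature reaction, 5 min colour, 30 min stabiliser | Detection: Absorbance at 630 nm | Read-out basis: % inhibition of SCP-1 phosphate liberation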
* = called active by the depositor; i = inactive; · = not tested or not shown; & = joins results of further samples; ! = repeats disagree.

SMILES	MT1-MMP act inh	NRP1-CendR mod	LMPTP inh	SKN-1 block	DNMT1 inh	NadD inh	STEP block	Rpn11 block	SUMO1-SIM PPI	Scp-1 inhibitor
CCOC(=O)C1=C(COC(=O)c2ccc([N+](=O)[O-])o2)NC(=O)NC1C (stereo not given)	0	-26	-0.1	-20	-5	-1	-2	i	-29	-5
Cc1cc(NS(=O)(=O)c2ccc(NC(=O)c3cnc(Cl)c(Cl)c3)cc2)nc(C)n1	1	-3	0.0	-11	2	3	-3	i	18	-4
O=C(CN1CCN(C(=O)c2ccco2)CC1)Nc1c2c(nc3c1CCC3)CCCC2	3	-5	-1.2	20	2	-1	-10	i	-1	-5
O=C(Nc1cccc(S(=O)(=O)NC2=NCCCCC2)c1)c1cc(-c2ccncc2)nc2ccccc12	-1	3	1.7	8	-17	20	2	i	-16	-6
CCOC(=O)c1ccc(NC(=O)COc2cc3oc(=O)c(CC(C)O)c(C)c3cc2Cl)cc1 (stereo not given)	-3	-6	0.8	12	-8	-3	2	i	11	25
COc1ccc(CCNC(=O)CCCn2nc(C)c([N+](=O)[O-])c2C)cc1OC	0	2	0.6	-2	0	-3	-1	i	-4	-16
O=C(Nc1nccs1)c1ccc(COc2c(F)c(F)cc(F)c2F)o1	0	-2	0.1	-14	-1	-3	1	i	1	-3
Cc1ccc(C)c(OCc2nc3ccc(S(=O)(=O)Nc4c(C)n(C)n(-c5ccccc5)c4=O)cc3[nH]2)c1	5	-11	-0.4	-7	-4	11	1	i	1	3
CN(CCc1ccccn1)C(=O)c1nn2c(C(F)(F)F)cc(-c3ccco3)nc2c1Cl	4	3	0.8	-2	1	10	-2	i	-15	-2
CC(C)Oc1ccc(CN2CCC2(C)C(=O)Nc2cnc3ccccc3c2)cc1 (stereo not given)	0	8	1.5	15	2	-7	4	i	-6	·
O=c1c(-c2cc3ccccc3[nH]2)nc2ccccc2n1C(CCc1ccccc1)c1nc2ccccc2[nH]1 (stereo not given)	-10	12	7.1	-3	·	·	·	·	-4	·
O=[N+]([O-])c1ccc(-c2cc(-c3ccc(Cl)cc3)n[nH]2)cc1	-1	-2	6.5	23	91*	13	0	i	47*	-4
CCN(CC)CCNC(=O)CCCCCn1c(=O)[nH]c2cc(C(=O)OC)ccc2c1=O	-8	-4	-2.8	-3	0	-3	0	i	-3	-7
COc1ccc(NC(=O)CCCn2c(=O)[nH]c3ccccc3c2=O)cc1	2	-2	-1.5	-8	3	4	2	i	2	0
COCCCN=C1NN=C(c2cc(C)n(-c3ccccc3F)c2C)CS1	-1	-8	1.2	9	-3	-5	0	i	-2	9
COC(=O)Oc1ccc(/C=N/NC(=O)CN(c2ccccc2Br)S(C)(=O)=O)cc1OC	1	23*	1.7	7	1	4	-1	i	-4	-4
O=C(CCNS(=O)(=O)c1ccc(Br)s1)N1CCN(c2ccccc2)CC1	-1	-4	-0.3	-14	0	0	-3	i	-1	-4
C=CCN1CC(c2nc3ccccc3n2Cc2cccc3ccccc23)CC1=O (stereo not given)	-3	-5	1.4	8	-5	0	5	i	-1	-2
Cc1cc(CN2CCCC(C(=O)Nc3cccc(-n4cccn4)c3)C2)cc(C)c1O (stereo not given)	5	2	-12	-4	1	-7	2	i	3	-4
CC(OC(=O)C1CC1)C(=O)Nc1cccc(S(=O)(=O)N2CCOCC2)c1 (stereo not given)	0	1	0.5	-8	4	-7	-2	i	1	-1
C=CCn1c(SCC(=O)Nc2c(C)n(C)n(-c3ccccc3)c2=O)nc2sc(C)c(C)c2c1=O	-1	1	-1.2	2	0	-1	3	i	2	-6
Cc1ccc(CN2CC(C(=O)N3CCN(c4ccccc4O)CC3)CC2=O)cc1 (stereo not given)	3	14	-8.4	-7	-8	3	5	i	-23	-9
CCOC(=O)CCCCCN1C(=O)c2cccc3cccc(c23)C1=O	-1	6	1.5	4	2	-6	0	i	-28	-6
Cc1cccc(C)c1-n1nnnc1-c1nc2ccccc2[nH]c1=O	0	6	-1.0	5	·	5	·	·	-21	·
CCCCN1C(=O)C2C(C(=O)Nc3cccc(OC)c3)C3C=CC2(O3)C1C(=O)NC1CCCCC1C (stereo not given)	3	-8	-1.6	1	2	5	0	i	4	1

Later entries:
SMILES	MT1-MMP act inh	NRP1-CendR mod	LMPTP inh	SKN-1 block	DNMT1 inh	NadD inh	STEP block	Rpn11 block	SUMO1-SIM PPI	Scp-1 inhibitor
O=C(c1ccc(=O)[nH]c1)N1CCN(S(=O)(=O)c2ccc(Cl)cc2)CC1	4	8	0.2	-6	-2	9	0	i	1	2
Cc1ccc(/C=C/C(=O)O)cc1S(=O)(=O)N1CCCCC1	-1	0	0.6	3	0	-7	6	i	4	-1
CCOCCCNCc1ccc(OC)c(OC)c1	-4	2	-1.0	6	-1	0	-1	i	1	-8
CCOC(=O)c1[nH]ncc1CN1CCc2ccc(NC(=O)C3CCCO3)cc2C1 (stereo not given)	-1	-12	-0.3	-3	1	-7	-1	i	-2	-4
O=C(c1cccc([N+](=O)[O-])c1)c1ccc2c(c1)OCCOCCOCCO2	-2	1	-2.2	1	1	3	-1	i	-31	-13
O=c1c2oc3nc4c(cc3c2ncn1CCCc1ccccc1)CCCC4	-3	6	1.5	-3	-1	-3	0	i	-1	-9
CN1CCC2(CC1)N=C(c1ccc(F)cc1)C(=S)N2C(=O)c1ccccc1	4	1	-0.1	7	-3	-2	-2	i	2	-4
O=C(C1CC1)N1CCc2cc(Br)cc(S(=O)(=O)NC3CCCCC3)c21	3	4	-0.1	4	-7	-2	-1	i	9	5
CN(CC(=O)O)Cc1nc2ccccc2[nH]1	-5	4	-3.0	-5	-2	1	-2	i	2	1
CCCCn1c(CCC(=O)O)ccc1-c1cccs1	-1	-41	0.1	9	1	5	-1	i	7	0
Nc1c(Cl)ncnc1N/N=C/c1cccnc1	6	7	-1.0	-4	-5	-2	-2	i	-29	-4
CC1(c2ccccc2)NC(=O)N(CC(=O)Nc2ccc([N+](=O)[O-])cc2)C1=O (stereo not given)	-2	-14	1.9	-6	-14	0	0	i	-23	-5
CCN(Cc1cnn(C)c1)C(=O)c1cc(COc2ccc3c(c2)CCCC3)on1	4	2	0.9	-8	-7	1	0	i	-3	-2
COc1ccc2c(c1)c(C(C)=O)c(C)n2-c1ccccc1OC	0	-3	0.5	-1	0	-1	1	i	6	4
N#Cc1ccccc1S(=O)(=O)N1CCN(C(=O)Cc2coc3cc(O)ccc23)CC1	26	-17	-2.2	0	-4	1	-3	i	10	11
COc1cc(NC(=O)Nc2nc(C(N)C3CCCCC3)cs2)cc(OC)c1OC (stereo not given)	-1	0	0.3	3	-17	2	4	i	6	·
C[C@@H]1CN([C@H](C)CO)C(=O)CCCn2cc(nn2)CO[C@H]1CN(C)S(=O)(=O)c1ccc(-c2ccccc2)cc1	2	6	-0.1	2	5	2	4	i	6	·
C=Cc1c(C)c2cc3[nH]c(cc4nc(cc5nc(cc1[nH]2)C(C)=C5CCC(=O)O)C(CCC(=O)O)=C4C)c(C)c3C=C	18&26	20*!	4.7&14	17&31	79*	6&27	1&7	i	112*!	64*!
COC(=O)Nc1c(-c2ccccc2)nc2ccc(C)cn12	-1	-5	-1.9	16	8	-7	-12	i	0	-4
Cc1cccc(-n2ccnc2SCC(=O)Nc2nnc(C)s2)c1	5	-4	-0.6	-2	2	-7	-7	i	1	2
COc1ccccc1OCCNC(=O)Nc1cc(F)c(F)cc1Cl	-4	8	0.5	-2	0	-5	0	i	7	-17
O=C(NCc1ccncc1)C1CCC(=O)N(CCc2ccc(Cl)cc2)C1 (stereo not given)	1	4	-0.4	0	-1	1	0	i	8	-4
O=C(NCC(c1ccco1)N1CCCCC1)c1cccc(NS(=O)(=O)c2ccc(Br)cc2)c1 (stereo not given)	5	4	0.4	15	-3	1	0	i	2	-4
Cc1oc(-c2cccc(Cl)c2)nc1CN1CCCC(C(=O)NC(C)c2ccc3c(c2)OCCO3)C1 (stereo not given)	-4	-2	1.5	-3	-5	10	-3	i	0	0
COc1ccc(CCNC(=O)CC2SC(=NCCc3ccccc3)NC2=O)cc1 (stereo not given)	3	-8	-0.4	-2	-1	-4	3	i	1	1

Given with bars between the fields: part of the list above
SMILES | MT1-MMP act inh | NRP1-CendR mod | LMPTP inh | SKN-1 block | DNMT1 inh | NadD inh | STEP block | Rpn11 block | SUMO1-SIM PPI | Scp-1 inhibitor
O=C(c1cccc([N+](=O)[O-])c1)c1ccc2c(c1)OCCOCCOCCO2 | -2 | 1 | -2.2 | 1 | 1 | 3 | -1 | i | -31 | -13
O=c1c2oc3nc4c(cc3c2ncn1CCCc1ccccc1)CCCC4 | -3 | 6 | 1.5 | -3 | -1 | -3 | 0 | i | -1 | -9

Additional records follow:
SMILES	MT1-MMP act inh	NRP1-CendR mod	LMPTP inh	SKN-1 block	DNMT1 inh	NadD inh	STEP block	Rpn11 block	SUMO1-SIM PPI	Scp-1 inhibitor
O=S1(=O)CCN2C(c3ccco3)=CSC2=N1	0	8	-2.1	5	2	8	-2	i	0	-5
COc1ccccc1CNC(=O)c1ccc(S(=O)(=O)N(C)c2ccccc2)cc1	2	5	1.8	32	1	-3	3	i	4	-9
O=C(C1CCN(c2nnc(-n3cccc3)s2)CC1)N1CCN(Cc2ccc3c(c2)OCO3)CC1	-2	0	8.5	2	-2	-1	1	i	2	-8
C/C(=N\NC(N)=S)c1ccncc1	3	-5	-6.1	3	1	0	0	i	0	-2
CCOC(=O)c1cnc2c([N+](=O)[O-])cnn2c1C	-3	0	3.0	-8	2	-3	0	i	-18	-4
COc1ccc(C(=O)C2CCCN(Cc3cccn3-c3ccc(Cl)cn3)C2)c(OC)c1 (stereo not given)	-7	1	2.3	-5	1	2	-1	i	2	5
CCCN1CCN(CCCNC(=O)c2cc3c(s2)-c2c(C)cccc2OC3)CC1	1	4	-2.9	-15	-3	-6	2	i	-11	-8

Screening results: PubChem, Sanford-Burnham Center for Chemical Genomics

Random draw from the library, and some 3.9% of all compounds hit somewhere here.
